KCNQ2 inh = KCNQ2 potassium channel inhibitors, primary screen, cell-based, CHO-K1, FluxOR thallium flux, B-score (AID 2156); O88943; hit rate 1.1% among 310,000; B-score at 10 µM; 20 min; active compounds read low;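 active means fluorescence ratio B-score at most minus 3 library SDs, with starting brightness B-score within 2 library SDs, cut at about -5.5 in these data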
Target sequence (O88943 whole entry, looked up): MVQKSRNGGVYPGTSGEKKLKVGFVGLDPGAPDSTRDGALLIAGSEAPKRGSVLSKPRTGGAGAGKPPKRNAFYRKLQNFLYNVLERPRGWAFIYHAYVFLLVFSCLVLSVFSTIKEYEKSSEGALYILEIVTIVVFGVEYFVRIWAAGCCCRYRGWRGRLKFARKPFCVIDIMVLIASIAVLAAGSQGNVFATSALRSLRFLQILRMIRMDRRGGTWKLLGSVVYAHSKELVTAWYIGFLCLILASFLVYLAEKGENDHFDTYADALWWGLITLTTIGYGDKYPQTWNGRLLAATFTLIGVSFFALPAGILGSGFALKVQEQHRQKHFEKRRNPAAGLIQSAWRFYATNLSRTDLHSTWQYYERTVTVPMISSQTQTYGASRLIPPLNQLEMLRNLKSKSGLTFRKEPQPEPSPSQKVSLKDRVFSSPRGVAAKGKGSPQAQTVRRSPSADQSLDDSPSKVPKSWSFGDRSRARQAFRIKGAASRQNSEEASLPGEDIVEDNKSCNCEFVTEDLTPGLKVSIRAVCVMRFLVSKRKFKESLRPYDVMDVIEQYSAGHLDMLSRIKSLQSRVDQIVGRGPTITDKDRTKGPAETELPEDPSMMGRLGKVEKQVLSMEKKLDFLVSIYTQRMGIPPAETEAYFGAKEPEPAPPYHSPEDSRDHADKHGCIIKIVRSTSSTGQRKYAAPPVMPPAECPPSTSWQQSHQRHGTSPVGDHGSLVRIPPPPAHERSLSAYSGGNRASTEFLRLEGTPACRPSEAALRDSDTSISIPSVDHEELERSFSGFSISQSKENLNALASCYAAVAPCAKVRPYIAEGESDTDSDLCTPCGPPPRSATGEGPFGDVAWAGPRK
Kir21 block = Kir2.1 (mouse) channel inhibition; HEK293-Kir2.1, FluxOR thallium flux fluorescence; active compounds read low; hit rate 0.85% among 310,000; P35561; B-score at 10 µM;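 active means fluorescence ratio B-score at or below minus 3 SD of library scores, with starting-brightness B-score within 2 SD, cut at about -4.2 in these data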;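 further: channel flux triggered by added potassium and thallium sulfate stimulus; B-score of peak minus minimum fluorescence over baseline after thallium stimulus; more negative B-score means stronger Kir2.1 block with less thallium influx; some compounds called inactive have numbers as strong as hits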
Starred values were filed as active, the others as inactive.

For CC(C)(C)n1nc2c(c1NC(=O)c1cc([N+](=O)[O-])ccc1Cl)CS(=O)(=O)C2 the results were KCNQ2 inh inactive and Kir21 block -0.01.
`Cc1cc(NCCO)nc(-n2nc(C)cc2C)n1` gave KCNQ2 inh inactive and Kir21 block -1.6.
`Cc1cc(C(=O)N2CCN(c3ccccc3O)CC2)c(C)o1` gave KCNQ2 inh inactive and Kir21 block -0.58.
For Cc1csc(Sc2ccc([N+](=O)[O-])cc2C(=O)OCC(=O)NC2CCCC(C)C2C)n1 (stereo not given) the results were KCNQ2 inh inactive and Kir21 block -0.46.
CC(=O)c1cccc(NC(=O)CSc2nc(N3CCCCC3)nc(N3CCCCC3)n2)c1 was read as KCNQ2 inh inactive and Kir21 block 0.27.
`O=S(=O)(Nc1ccc2c(c1)OCCO2)c1cccc(F)c1` gave KCNQ2 inh inactive and Kir21 block -0.48.
BrC(/C=C\c1ccccc1)=N/Nc1nc(N2CCOCC2)nc(N2CCOCC2)n1 was read as KCNQ2 inh inactive and Kir21 block -0.92.
For O=S(=O)(NC(=S)Nc1ccccc1)c1ccc(F)cc1 the results were KCNQ2 inh inactive and Kir21 block -0.48.
`c1ccc(-c2nn3c(Cn4nnc5ccccc54)nnc3s2)cc1` gave KCNQ2 inh inactive and Kir21 block 3.8.
Screening COc1cccc(-n2nc(C#N)c(Cl)cc2=O)c1 returned KCNQ2 inh inactive and Kir21 block -4.6*.
For CCOC(=O)c1c(NC(=O)CSc2c[nH]c3ccccc23)sc2c1CCC2 the results were KCNQ2 inh inactive and Kir21 block -1.6.
`Cc1ccc(Nc2nc(-c3ccc(O)cc3O)cs2)nc1` gave KCNQ2 inh inactive and Kir21 block -1.1.
CS(=O)(=O)N1N=C(c2ccco2)CC1c1ccccc1Cl (stereo not given) was read as KCNQ2 inh inactive and Kir21 block -0.02.
O=C(Cn1nc(C(=O)O)c2ccccc2c1=O)NC12CC3CC(CC(C3)C1)C2 was read as KCNQ2 inh inactive and Kir21 block -0.43.
`COc1cccc(CNC(=O)C2Cc3cc(S(=O)(=O)N4CCCC4)ccc3N2C(C)=O)c1OC` (stereo not given) gave KCNQ2 inh inactive and Kir21 block 0.01.
CC1=C(C(=O)OCC2CCCO2)C(c2cccc(O)c2)NC(=O)N1 (stereo not given) was read as KCNQ2 inh inactive and Kir21 block -1.5.
`O=C(O)c1ccccc1C(=O)NCc1c(Cl)cccc1Sc1ccc(Cl)cc1` gave KCNQ2 inh inactive and Kir21 block 0.65.
Screening CCOC(=O)c1cnc(Nc2nc3ccccc3o2)nc1CSC(=S)N(CC)CC returned KCNQ2 inh inactive and Kir21 block -1.3.
Cc1cccc(NC(=O)c2ccc(NCCc3ccccc3)c([N+](=O)[O-])c2)c1 was read as KCNQ2 inh inactive and Kir21 block 0.7.
`CC1(C)CC(=O)C=C(Nc2ccc(F)c(Cl)c2)C1` gave KCNQ2 inh inactive and Kir21 block 1.1.
CCn1c(SCC(=O)N/N=C(/C)c2ccncc2)nc2ccccc21 was read as KCNQ2 inh inactive and Kir21 block -3.2.
`C=CCOc1ccc(/C=C2\SC(=S)N(NS(=O)(=O)c3ccc(C)cc3)C2=O)cc1` gave KCNQ2 inh inactive and Kir21 block -1.3.
For Cc1ccccc1-c1cc2nc(C)c(C)c(=O)n2[nH]1 the results were KCNQ2 inh inactive and Kir21 block -0.57.
CCOC(=O)N1CCC(NS(=O)(=O)c2ccc(NC(C)=O)c(Cl)c2)CC1 was read as KCNQ2 inh inactive and Kir21 block 0.33.
`CC1(C)C(=O)C2(CCCCC2)C(=O)OC1c1cccc([N+](=O)[O-])c1` (stereo not given) gave KCNQ2 inh inactive and Kir21 block 1.
CC(C)(C)N(Cc1ccccc1)C(=O)c1ccncc1 was read as KCNQ2 inh inactive and Kir21 block 0.6.
For CC1CCN(CCCNS(=O)(=O)c2cc(Br)cc3c2N(C(=O)C2CC2)CC3)CC1 the results were KCNQ2 inh inactive and Kir21 block -0.13.
Screening CC(=O)NCCn1c(SCc2cccc([N+](=O)[O-])c2)nc2ccccc2c1=O returned KCNQ2 inh inactive and Kir21 block 0.66.
Cc1ccc(C(=O)NN2C(=O)C3C4C=CC(C5CC45)C3C2=O)cc1 (stereo not given) was read as KCNQ2 inh inactive and Kir21 block -0.26.
Screening Cc1cc(C)cc(NC(=O)COC(=O)COc2cccc3c2OC(C)(C)C3)c1 returned KCNQ2 inh inactive and Kir21 block -0.93.
`COCCn1cnc2c1c(=O)n(CC(=O)OCC(=O)NCC(F)(F)F)c(=O)n2Cc1ccccc1` gave KCNQ2 inh inactive and Kir21 block -2.1.
O=C(CNC(=O)/C(=C\c1ccc(Br)cc1)NC(=O)c1ccccc1)OCc1ccccc1 was read as KCNQ2 inh inactive and Kir21 block 0.91.
Screening COC(=O)c1ccccc1NC(=O)c1cnn2c(C)cc(C)nc12 returned KCNQ2 inh inactive and Kir21 block -0.09.
Screening CCOc1ccc(C(C)NC(=O)c2cccc(F)c2)cc1 (stereo not given) returned KCNQ2 inh inactive and Kir21 block -0.03.
Screening O=C(NC(Cc1ccccc1)C(=O)NC(Cc1ccccc1)C(=O)O)c1ccccc1 (stereo not given) returned KCNQ2 inh inactive and Kir21 block -0.21.
`Nc1ncnc2c1ncn2[C@@H]1O[C@H](CO)[C@@H](O)[C@H]1O` gave KCNQ2 inh inactive and Kir21 block 0.59.
COC(=O)Nc1nnc(Cc2ccc(Cl)cc2)s1 was read as KCNQ2 inh inactive and Kir21 block -1.6.
For CCOc1ccc(N2C(=O)C3ON(c4ccccc4)C(c4ccco4)C3C2=O)cc1 (stereo not given) the results were KCNQ2 inh inactive and Kir21 block 1.8.
C=CCn1cn[nH]c1=S was read as KCNQ2 inh -8.3* and Kir21 block 0.34.
Screening C=CCNC(=O)c1ccccc1NC(=O)C1CC(=O)N(C(C)C)C1 (stereo not given) returned KCNQ2 inh inactive and Kir21 block -0.47.
Cn1ncc(Cl)c1C(=O)N/N=C/c1cc2c(cc1[N+](=O)[O-])OCO2 was read as KCNQ2 inh inactive and Kir21 block -0.62.
`COc1cc(NC(=O)CCc2nnc3ccc(NCc4ccco4)nn23)cc(OC)c1` gave KCNQ2 inh inactive and Kir21 block 0.05.
`O=C1CC(NCc2ccccc2F)C(=O)N1c1ccccc1` (stereo not given) gave KCNQ2 inh inactive and Kir21 block 2.7.
For COc1cc2cc(C(=O)N/N=C/c3ccc(F)cc3)[nH]c2cc1OC the results were KCNQ2 inh inactive and Kir21 block -0.07.
For C=CCSc1nc2c(sc3nc(C)cc(C)c32)c(=O)[nH]1 the results were KCNQ2 inh inactive and Kir21 block -0.43.

Next section, overlapping the part above by 4 compounds.
`COc1cc(NC(=O)CCc2nnc3ccc(NCc4ccco4)nn23)cc(OC)c1` gave KCNQ2 inh inactive and Kir21 block 0.05.
`O=C1CC(NCc2ccccc2F)C(=O)N1c1ccccc1` (stereo not given) gave KCNQ2 inh inactive and Kir21 block 2.7.
For COc1cc2cc(C(=O)N/N=C/c3ccc(F)cc3)[nH]c2cc1OC the results were KCNQ2 inh inactive and Kir21 block -0.07.
For C=CCSc1nc2c(sc3nc(C)cc(C)c32)c(=O)[nH]1 the results were KCNQ2 inh inactive and Kir21 block -0.43.
O=C(CNS(=O)(=O)c1ccc(Br)s1)N1CCC(N2CCCCC2)CC1 was read as KCNQ2 inh inactive and Kir21 block -1.7.
For c1ccc(Cn2nnnc2C(c2ccncc2)N2CCOCC2)cc1 (stereo not given) the results were KCNQ2 inh inactive and Kir21 block 1.2.
CC(NS(=O)(=O)c1ccc(Br)cc1)C(c1cccs1)N1CCOCC1 (stereo not given) was read as KCNQ2 inh inactive and Kir21 block -0.95.
For CC(C(=O)Nc1ccccn1)N1C(=O)c2ccccc2S1(=O)=O (stereo not given) the results were KCNQ2 inh inactive and Kir21 block 0.01.
Screening CN(C)S(=O)(=O)c1cccc(NC(=O)COc2cccc(C#N)c2)c1 returned KCNQ2 inh inactive and Kir21 block -2.8.
`Cc1cc(=O)oc2cc(NC(=O)c3cccc(Br)c3)ccc12` gave KCNQ2 inh inactive and Kir21 block -0.35.
`CCOC(=O)C1CCCN(Cc2nc(CC3CC3)no2)C1` (stereo not given) gave KCNQ2 inh inactive and Kir21 block -0.8.
Screening CNC(=O)c1ccc(-c2ccc(F)cc2)s1 returned KCNQ2 inh inactive and Kir21 block 0.84.
For Cc1cc(C(F)(F)F)nn1CC(=O)N1CCCCC1C (stereo not given) the results were KCNQ2 inh inactive and Kir21 block -0.76.
For CCN1CCN(C(=O)c2cccc(OC3CCN(S(C)(=O)=O)CC3)c2)[C@@H](C)C1=O the results were KCNQ2 inh inactive and Kir21 block 0.
`NS(=O)(=O)c1ccc(NC(=S)NCc2ccc3c(c2)OCO3)cc1` gave KCNQ2 inh inactive and Kir21 block 0.31.
Screening COc1ccc(NC(=O)c2ccc3ccccc3c2)cc1 returned KCNQ2 inh inactive and Kir21 block 0.33.
Cc1ccc(NC(=O)C(=O)NCCN2CCN(S(C)(=O)=O)CC2)cc1 was read as KCNQ2 inh inactive and Kir21 block 1.4.
`CC(C)CC(C(=O)NC1CCCCC1)N(Cc1ccccc1)C(=O)c1snc(C(N)=O)c1N` (stereo not given) gave KCNQ2 inh inactive and Kir21 block -2.2.
Cc1ccc(C(=O)NC(=S)Nc2cccc(-c3nc4ccccc4s3)c2)cc1 was read as KCNQ2 inh inactive and Kir21 block -0.21.

Overlap with the part before: 5 entries, then new ones.
`NS(=O)(=O)c1ccc(NC(=S)NCc2ccc3c(c2)OCO3)cc1` gave KCNQ2 inh inactive and Kir21 block 0.31.
Screening COc1ccc(NC(=O)c2ccc3ccccc3c2)cc1 returned KCNQ2 inh inactive and Kir21 block 0.33.
Cc1ccc(NC(=O)C(=O)NCCN2CCN(S(C)(=O)=O)CC2)cc1 was read as KCNQ2 inh inactive and Kir21 block 1.4.
`CC(C)CC(C(=O)NC1CCCCC1)N(Cc1ccccc1)C(=O)c1snc(C(N)=O)c1N` (stereo not given) gave KCNQ2 inh inactive and Kir21 block -2.2.
Cc1ccc(C(=O)NC(=S)Nc2cccc(-c3nc4ccccc4s3)c2)cc1 was read as KCNQ2 inh inactive and Kir21 block -0.21.
`COc1ccccc1Sc1nc(-c2ccccc2)ncc1OC` gave KCNQ2 inh inactive and Kir21 block 0.99.
Screening COCCNC(=O)C1CC(c2cccc(OC)c2)=NO1 (stereo not given) returned KCNQ2 inh inactive and Kir21 block -0.61.
`O=C(O)C1=C[C@H](c2coc3ccccc3c2=O)C[C@H](OCc2ccc(CO)cc2)O1` gave KCNQ2 inh inactive and Kir21 block -0.91.
Screening CCN(CC)c1ccc(NC(=O)COc2ccccc2C)cc1S(=O)(=O)Nc1ccccc1OC returned KCNQ2 inh inactive and Kir21 block -1.5.
Cc1cccc(NC(=O)CSc2nnc([C@@H](N)Cc3ccccc3)o2)c1C was read as KCNQ2 inh inactive and Kir21 block -0.31.
CC(CCc1ccccc1)NC(=O)CNC(=O)c1ccccc1Br (stereo not given) was read as KCNQ2 inh inactive and Kir21 block -0.09.
COc1ccc(Nc2ncnc3sc(-c4ccccc4)cc23)c(OC)c1 was read as KCNQ2 inh inactive and Kir21 block 0.
`CCC(C)C(NC(=O)c1ccccc1NC(=O)c1ccco1)C(=O)NC1CCCCC1` (stereo not given) gave KCNQ2 inh inactive and Kir21 block 0.
Cc1cc(C)c(S(=O)(=O)N(CC(=O)NCc2cccnc2)C2CCCCC2)c(C)c1 was read as KCNQ2 inh inactive and Kir21 block -1.6.
For CC1CCN(C2=NN3C(=N)/C(=C\c4ccc(OC(=O)c5ccco5)cc4)C(=O)N=C3S2)CC1 the results were KCNQ2 inh inactive and Kir21 block 0.13.
Cn1cc(S(=O)(=O)N2CCCC2)cc1C(=O)NCc1ccc(Cl)cc1 was read as KCNQ2 inh inactive and Kir21 block 0.18.
For CCNc1ccc(N=Nc2c(C)n(C)n(-c3ccccc3)c2=O)cc1 the results were KCNQ2 inh inactive and Kir21 block 2.5.
O=S(=O)(c1cccs1)N1CCN(c2ccc(F)cc2)CC1 was read as KCNQ2 inh inactive and Kir21 block 0.94.
`CC1CN(C2CCN(S(=O)(=O)c3ccc4ccccc4c3)CC2)CC(C)O1` (stereo not given) gave KCNQ2 inh inactive and Kir21 block 0.15.
Screening Cc1ccc(N2CCN(c3ncccc3[N+](=O)[O-])CC2)c(C)c1 returned KCNQ2 inh inactive and Kir21 block 0.56.
`O=C(CN(CCc1ccccc1)C(=O)Cn1nnc(-c2cccs2)n1)NCc1ccco1` gave KCNQ2 inh inactive and Kir21 block -0.11.
For O=Cc1cn[nH]c1-c1cccc([N+](=O)[O-])c1 the results were KCNQ2 inh inactive and Kir21 block 1.5.
`Nc1nc2n(n1)C(c1ccco1)CC(c1ccc(Cl)cc1Cl)N2` (stereo not given) gave KCNQ2 inh inactive and Kir21 block -0.86.
For CCO[C@H]1OC(C(=O)NCc2ccccc2)=C[C@@H](c2ccc3c(c2)OCO3)[C@@H]1CCCO the results were KCNQ2 inh inactive and Kir21 block 0.09.
`Cc1cc(C)cc(N(CC(=O)Nc2ccc(C)cc2Cl)S(=O)(=O)c2c(C)[nH]c(=O)[nH]c2=O)c1` gave KCNQ2 inh inactive and Kir21 block -0.81.
Screening O=c1oc2cc(O)ccc2cc1-c1ccc(F)cc1 returned KCNQ2 inh inactive and Kir21 block 1.
`O=C(CN1CCc2cc3c(cc2C1)OCCCO3)Nc1cccc([N+](=O)[O-])c1` gave KCNQ2 inh inactive and Kir21 block 0.63.
Screening COc1ccc(S(=O)(=O)N2CCN(c3ccccn3)CC2)c(OC)c1 returned KCNQ2 inh inactive and Kir21 block -0.82.
